Screening results as filed in PubChem BioAssay.
PLCg1 inh: blocks human PLC-gamma1 enzyme activity; P19174; purified PLC-gamma1, fluorogenic substrate, fluorescence; inhibition, % at 12.2 µM; actives 0.84% (n = 370,000); AID 720700; in the data active = inhibition above about 9.5%
Target sequence (P19174 whole entry, looked up): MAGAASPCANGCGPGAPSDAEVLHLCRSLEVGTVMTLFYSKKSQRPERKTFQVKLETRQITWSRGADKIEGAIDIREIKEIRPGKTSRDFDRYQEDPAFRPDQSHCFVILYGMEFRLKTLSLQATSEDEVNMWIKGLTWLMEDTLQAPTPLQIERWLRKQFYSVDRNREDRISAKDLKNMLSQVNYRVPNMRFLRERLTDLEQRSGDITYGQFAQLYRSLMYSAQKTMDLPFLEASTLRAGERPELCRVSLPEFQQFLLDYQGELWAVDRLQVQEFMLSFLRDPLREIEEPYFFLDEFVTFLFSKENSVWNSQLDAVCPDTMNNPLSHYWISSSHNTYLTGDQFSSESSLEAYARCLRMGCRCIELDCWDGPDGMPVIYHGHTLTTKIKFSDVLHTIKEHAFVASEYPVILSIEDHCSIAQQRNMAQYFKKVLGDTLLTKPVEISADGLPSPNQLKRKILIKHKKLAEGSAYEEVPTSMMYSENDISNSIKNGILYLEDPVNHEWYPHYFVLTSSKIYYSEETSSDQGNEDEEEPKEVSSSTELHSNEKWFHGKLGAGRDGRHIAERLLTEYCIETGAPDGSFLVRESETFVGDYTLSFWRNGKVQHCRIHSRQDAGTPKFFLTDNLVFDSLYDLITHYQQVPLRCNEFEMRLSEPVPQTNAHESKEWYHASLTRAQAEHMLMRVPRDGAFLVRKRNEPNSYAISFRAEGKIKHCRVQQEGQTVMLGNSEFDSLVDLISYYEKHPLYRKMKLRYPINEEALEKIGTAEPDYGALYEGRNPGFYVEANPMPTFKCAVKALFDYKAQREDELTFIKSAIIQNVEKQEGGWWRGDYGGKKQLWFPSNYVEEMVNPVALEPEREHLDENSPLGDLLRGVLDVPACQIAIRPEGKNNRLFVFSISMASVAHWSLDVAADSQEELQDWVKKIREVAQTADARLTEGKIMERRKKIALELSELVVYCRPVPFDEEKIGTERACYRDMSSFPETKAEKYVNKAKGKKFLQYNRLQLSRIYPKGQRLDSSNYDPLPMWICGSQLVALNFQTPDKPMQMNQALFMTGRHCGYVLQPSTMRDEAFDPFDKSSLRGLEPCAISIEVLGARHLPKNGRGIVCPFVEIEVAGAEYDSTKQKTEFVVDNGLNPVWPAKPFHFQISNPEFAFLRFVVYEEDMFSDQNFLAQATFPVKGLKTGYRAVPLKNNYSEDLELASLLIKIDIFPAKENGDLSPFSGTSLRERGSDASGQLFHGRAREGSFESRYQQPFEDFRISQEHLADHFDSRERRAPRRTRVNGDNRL
MBD2 DNA inh: inhibitors of human MBD2 binding to methylated oligonucleotide; TR-FRET; Q9UBB5; inhibition, % at 4.4 µM; AID 686964; actives 0.31% (n = 370,000); in the data active = inhibition above about 13%
ADAM17 inh: inhibits human ADAM17; P78536; recombinant ADAM17, EDANS/DABCYL FRET peptide cleavage; inhibition, % at 6.95 µM; actives 0.83% (n = 370,000); AID 720648;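 active = inhibition above the mean of compounds lying between control limits plus 3 SD, set per campaign, cut at about 8.5% in these data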;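 also: 0% = DMSO-only wells as the low control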
PLCb3 inh: blocks human PLC-beta3 enzyme activity; actives 0.18% (n = 370,000); Q01970; AID 720704; Purified PLC-beta3, fluorogenic substrate, fluorescence; inhibition, % at 12.2 µM; in the data active = inhibition above about 11%;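 also: 0% = median of compound wells on plate and 100% = full blocker control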
ssDAF-12 act: activates DAF-12 receptor from parasite S. stercoralis; activation, % at 6.8 µM; HEK293 ssDAF-12/GRIP1 lit1-tk-luc reporter, luminescence; % of 3 µM dafachronic acid response; actives 1% (n = 370,000);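 active = activation above the mean over all tested compounds plus 3 SD, cut at about 0.9% in these data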;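 also: 0% = DMSO-only wells and 100% = 3 µM delta7-dafachronic acid wells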
hgDAF12 agonist: agonists of H. glycines DAF-12 nuclear receptor; activation, % at 6.8 µM; HEK293 GAL4-hgDAF12 UAS-luciferase reporter, agonist luminescence; normalized to butyrate control; actives 1.8% (n = 370,000);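 active = activation above a cutoff set at the mean of all screened compounds plus 3 SD, cut at about 10% in these data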;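 also: 0% = DMSO wells and 100% = sodium butyrate wells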
DAX1 inh-1: DAX1 (NR0B1) inhibition, primary screen | HEK293T StAR-luciferase reporter, SF-1/DAX-1 repression relief | inhibition, % at 6.8 µM | actives 1.1% (n = 370,000) | AID 652010;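 active = inhibition above the mean over all tested compounds plus 3 SD, cut at about 3.6% in these data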;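 also: 0% = DAX-1 cells with DMSO and 100% = cells lacking DAX-1 with DMSO; higher inhibition means more luminescence from relief of DAX-1 repression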
NR1D1 modulator: modulates human Rev-erb alpha binding to DNA; Rev-erbα–FITC-DNA binding, fluorescence polarization, 90 min; P20393; AID 1259318; activity, % at 10 µM; actives 0.79% (n = 370,000);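 active = activity above about 14%, limit read from the data; passing the limit was not always enough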;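 also: 0% = DMSO wells with 35 nM protein and 100% = DMSO wells with 750 nM protein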
hcDAF12 agonist: activators of H. contortus DAF-12 nuclear receptor | HEK293 hcDAF-12 lit1-tk-luc reporter, luminescence; 0% DMSO, 100% Δ7-dafachronic acid | activation, % at 6.8 µM | actives 1.4% (n = 370,000) | AID 652067;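 active = activation above the mean of all tested compounds plus 3 SD, cut at about 5.5% in these data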;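 also: 100% = response to 3 µM Δ7-dafachronic acid high control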
SMARCA2 act: activators of SMARCA2 function; MG213 cells, MMTV-luciferase reporter, dexamethasone, overnight; activation, % at 9.1 µM; actives 1% (n = 370,000); in the data active = activation above about 7.8%;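 also: 0% = vehicle wells and 100% = reference activator wells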
DAX1 inh-2: NR0B1 (DAX1) inhibition; P51843; HEK293 Gal4-DAX1 luciferase reporter, luminescence; inhibition, % at 6.75 µM; actives 0.99% (n = 340,000); AID 504766;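 active = inhibition above the mean over all tested compounds plus 3 SD, cut at about 4.2% in these data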;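 also: 0% = DAX1-transfected cells with DMSO and 100% = empty-vector control cells with DMSO; inhibition shows as a rise in luminescence from relieved DAX1 repression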
* = called active by the depositor.

What do the screens show for `O=C(Nc1ccc(Br)cc1)c1ccc(N2C(=O)C3CC=C(Cl)CC3C2=O)cc1` (stereo unspecified)?
PLCg1 inh: -6; MBD2 DNA inh: -2; ADAM17 inh: 0; PLCb3 inh: -16; ssDAF-12 act: -1.6; hgDAF12 agonist: 0.1; DAX1 inh-1: 0.4; NR1D1 modulator: -5; hcDAF12 agonist: -2.1; SMARCA2 act: 0; DAX1 inh-2: 0.6

What do the screens show for `C=CCc1ccc(OC(=O)c2ccccc2)c(OC)c1`?
PLCg1 inh: 0; MBD2 DNA inh: 4; ADAM17 inh: 1; PLCb3 inh: -4; ssDAF-12 act: -1.3; hgDAF12 agonist: 1.1; DAX1 inh-1: -0.9; NR1D1 modulator: -1; hcDAF12 agonist: -2.2; SMARCA2 act: 0; DAX1 inh-2: 1.1

Results for Cc1cc(F)ccc1S(=O)(=O)Nc1nc2ccccc2nc1Cl ?
PLCg1 inh: -10; MBD2 DNA inh: -4; ADAM17 inh: -8; PLCb3 inh: -24; ssDAF-12 act: -0.6; hgDAF12 agonist: 0.9; DAX1 inh-1: 0.4; NR1D1 modulator: 9; hcDAF12 agonist: 1.7; SMARCA2 act: -2; DAX1 inh-2: 1.1

Results for O=C(NC(=O)c1ccccc1)OCC(F)(F)F ?
PLCg1 inh: -1; MBD2 DNA inh: 5; ADAM17 inh: -6; PLCb3 inh: -2; ssDAF-12 act: -0.8; hgDAF12 agonist: 2.0; DAX1 inh-1: 0.6; NR1D1 modulator: -5; hcDAF12 agonist: 0.3; SMARCA2 act: -3; DAX1 inh-2: 1.8

How did Fc1ccc(NC(=S)N2CCOCC2)c(F)c1 do in these assays?
PLCg1 inh: -4; MBD2 DNA inh: -5; ADAM17 inh: 1; PLCb3 inh: -7; ssDAF-12 act: -1.4; hgDAF12 agonist: -2.4; DAX1 inh-1: -1.1; NR1D1 modulator: 0; hcDAF12 agonist: -0.5; SMARCA2 act: 0; DAX1 inh-2: -0.7

What do the screens show for `CN1CCN(C(=O)CCN2C(=O)/C(=C\c3ccc(Cl)cc3Cl)SC2=S)CC1`?
PLCg1 inh: -12; MBD2 DNA inh: -8; ADAM17 inh: 0; PLCb3 inh: -17; ssDAF-12 act: -1.1; hgDAF12 agonist: 0.4; DAX1 inh-1: 0.6; NR1D1 modulator: 2; hcDAF12 agonist: -0.2; SMARCA2 act: 6; DAX1 inh-2: 0.3

What do the screens show for `COC(=O)[C@H](Cc1ccccc1)NC(=O)C1(OC(C)=O)CC(OC(C)=O)C(OC(C)=O)C(OC(C)=O)C1` (stereo partly specified)?
PLCg1 inh: 4; MBD2 DNA inh: 2; ADAM17 inh: 0; PLCb3 inh: -2; ssDAF-12 act: -1.2; hgDAF12 agonist: -2.5; DAX1 inh-1: 0.3; NR1D1 modulator: 2; hcDAF12 agonist: 1.1; SMARCA2 act: -2; DAX1 inh-2: 0.5

What do the screens show for `COc1ccc(Cl)cc1N1C(=O)/C(=C/c2sccc2C)N=C1SCC(=O)NC1CC1`?
PLCg1 inh: -9; MBD2 DNA inh: -4; ADAM17 inh: 8; PLCb3 inh: -10; ssDAF-12 act: -1.1; hgDAF12 agonist: -3.5; DAX1 inh-1: -0.4; NR1D1 modulator: -1; hcDAF12 agonist: -1.3; SMARCA2 act: 1

What do the screens show for `COc1ccccc1NC(=O)N1CCN(S(C)(=O)=O)CC1`?
PLCg1 inh: 8; MBD2 DNA inh: 0; ADAM17 inh: 4; PLCb3 inh: 5; ssDAF-12 act: -1.0; hgDAF12 agonist: -0.2; DAX1 inh-1: 0.8; NR1D1 modulator: -2; hcDAF12 agonist: -0.4; SMARCA2 act: -1; DAX1 inh-2: 3.2

Results for CCNC(=S)N/N=C/c1cccc(C)c1 ?
PLCg1 inh: -2; MBD2 DNA inh: 1; ADAM17 inh: 1; PLCb3 inh: 2; ssDAF-12 act: -1.0; hgDAF12 agonist: 5.3; DAX1 inh-1: 0.7; NR1D1 modulator: -3; hcDAF12 agonist: -0.6; SMARCA2 act: 6; DAX1 inh-2: 0.6

Results for CC(Oc1ccc([N+](=O)[O-])cc1)C(=O)NCC1CCCO1 (stereo unspecified) ?
PLCg1 inh: 11*; MBD2 DNA inh: 0; ADAM17 inh: 3; PLCb3 inh: 3; ssDAF-12 act: -0.9; hgDAF12 agonist: -0.1; DAX1 inh-1: 1.5; NR1D1 modulator: -4; hcDAF12 agonist: -0.6; SMARCA2 act: -3; DAX1 inh-2: 0.0

Results for CCOc1ccc(C(=O)Oc2cc(C)[nH]c(=O)c2[N+](=O)[O-])cc1OCC ?
PLCg1 inh: 10*; MBD2 DNA inh: -4; ADAM17 inh: 4; PLCb3 inh: 2; ssDAF-12 act: -1.1; hgDAF12 agonist: -1.4; DAX1 inh-1: 0.6; NR1D1 modulator: 1; hcDAF12 agonist: -0.7; SMARCA2 act: -4; DAX1 inh-2: -0.2

How did Cc1ccc2cc(C)c(SCC(=O)NCC3CCCO3)nc2c1 (stereo unspecified) do in these assays?
PLCg1 inh: 0; MBD2 DNA inh: 0; ADAM17 inh: 0; PLCb3 inh: -5; ssDAF-12 act: -1.0; hgDAF12 agonist: -1.4; DAX1 inh-1: 0.0; NR1D1 modulator: 0; hcDAF12 agonist: -1.6; SMARCA2 act: 2; DAX1 inh-2: 1.2

What do the screens show for `O=C(CSc1nc2ccccc2[nH]1)NCc1ccccc1`?
PLCg1 inh: 14*; MBD2 DNA inh: -3; ADAM17 inh: 3; PLCb3 inh: -2; ssDAF-12 act: -1.0; hgDAF12 agonist: 2.7; DAX1 inh-1: 1.7; NR1D1 modulator: -1; hcDAF12 agonist: 0.0; SMARCA2 act: -1; DAX1 inh-2: 2.0

What do the screens show for `CCCN(CCC)CCCNC(=O)CN1C(=O)CSc2ccc(S(=O)(=O)N3CCOCC3)cc21`?
PLCg1 inh: -1; MBD2 DNA inh: 4; ADAM17 inh: -3; PLCb3 inh: -6; ssDAF-12 act: -1.7; hgDAF12 agonist: -1.1; DAX1 inh-1: 0.6; NR1D1 modulator: 3; hcDAF12 agonist: -0.4; SMARCA2 act: -5; DAX1 inh-2: 0.3

How did O=C(O)CN1C(=O)c2ccc(C(=O)c3ccccc3)cc2C1=O do in these assays?
PLCg1 inh: -3; MBD2 DNA inh: 5; ADAM17 inh: -4; PLCb3 inh: -4; ssDAF-12 act: -0.4; hgDAF12 agonist: -1.2; DAX1 inh-1: -0.4; NR1D1 modulator: -7; hcDAF12 agonist: -0.1; SMARCA2 act: 1; DAX1 inh-2: -0.3

How did CCCOc1ccc(C2NC(=S)NC(C)=C2C(=O)c2ccccc2)cc1OC (stereo unspecified) do in these assays?
PLCg1 inh: -1; MBD2 DNA inh: 4; ADAM17 inh: -1; PLCb3 inh: -2; ssDAF-12 act: -0.7; hgDAF12 agonist: -1.1; DAX1 inh-1: 0.5; NR1D1 modulator: 4; hcDAF12 agonist: -1.4; SMARCA2 act: -1; DAX1 inh-2: -1.4

What do the screens show for `O=C(OCc1c(Cl)cccc1Cl)c1cnccn1`?
PLCg1 inh: 0; MBD2 DNA inh: 2; ADAM17 inh: -2; PLCb3 inh: 1; ssDAF-12 act: -1.3; hgDAF12 agonist: -0.2; DAX1 inh-1: -0.3; NR1D1 modulator: 0; hcDAF12 agonist: -1.1; SMARCA2 act: -2; DAX1 inh-2: 0.6

How did CC(=O)c1ccc(N=c2scc(C)n2C(C)C)cc1 do in these assays?
PLCg1 inh: -50; MBD2 DNA inh: -1; ADAM17 inh: -3; PLCb3 inh: -76; ssDAF-12 act: -1.5; hgDAF12 agonist: -0.5; DAX1 inh-1: 0.6; NR1D1 modulator: 1; hcDAF12 agonist: 1.8; SMARCA2 act: 1; DAX1 inh-2: -0.2

Results for CCOCC(=O)Nc1cccc(-c2nc3cccnc3s2)c1C ?
PLCg1 inh: -8; MBD2 DNA inh: 7; ADAM17 inh: -14; PLCb3 inh: -19; ssDAF-12 act: -0.1; hgDAF12 agonist: 8.7; DAX1 inh-1: 2.1; NR1D1 modulator: -5; hcDAF12 agonist: -0.2; SMARCA2 act: -1; DAX1 inh-2: 0.8

What do the screens show for `COC(=O)CNC(=O)C(NC(=O)OCc1ccccc1)C(C)C` (stereo unspecified)?
PLCg1 inh: -1; MBD2 DNA inh: -2; ADAM17 inh: 0; PLCb3 inh: 1; ssDAF-12 act: -1.2; hgDAF12 agonist: -2.9; DAX1 inh-1: -0.5; NR1D1 modulator: 2; hcDAF12 agonist: 0.0; SMARCA2 act: 5; DAX1 inh-2: 0.9

How did COC(=O)CSc1nnnn1-c1ccccc1 do in these assays?
PLCg1 inh: 2; MBD2 DNA inh: -1; ADAM17 inh: 1; PLCb3 inh: 2; ssDAF-12 act: -1.3; hgDAF12 agonist: 2.1; DAX1 inh-1: -0.1; NR1D1 modulator: -8; hcDAF12 agonist: -1.1; SMARCA2 act: 2; DAX1 inh-2: 0.0

What do the screens show for `CCCSC1=C(C#N)C(c2ccc(Cl)cc2Cl)CC(=O)N1` (stereo unspecified)?
PLCg1 inh: -1; MBD2 DNA inh: 3; ADAM17 inh: 2; PLCb3 inh: -5; ssDAF-12 act: -1.3; hgDAF12 agonist: -1.6; DAX1 inh-1: -0.5; NR1D1 modulator: -4; hcDAF12 agonist: -1.0; SMARCA2 act: -3; DAX1 inh-2: -0.9

What do the screens show for `COc1ccc(OCc2nc(N)nc(Nc3ccccc3OC)n2)cc1`?
PLCg1 inh: 2; MBD2 DNA inh: -5; ADAM17 inh: 4; PLCb3 inh: 8; ssDAF-12 act: -1.4; hgDAF12 agonist: 0.9; DAX1 inh-1: -0.9; NR1D1 modulator: -3; hcDAF12 agonist: -1.6; SMARCA2 act: -2; DAX1 inh-2: -0.9

How did COc1ccccc1NC(=S)NC(NC(=O)c1ccco1)C(Cl)(Cl)Cl (stereo unspecified) do in these assays?
PLCg1 inh: 2; MBD2 DNA inh: 4; ADAM17 inh: 1; PLCb3 inh: 1; ssDAF-12 act: -1.6; hgDAF12 agonist: -3.7; DAX1 inh-1: -0.2; NR1D1 modulator: -3; hcDAF12 agonist: -1.3; SMARCA2 act: -1; DAX1 inh-2: -0.1

What do the screens show for `COc1cccc(CNC(=O)[C@@H]2CCCN2C(=O)[C@H]2CCCCN2C(=O)c2ccccc2C)c1`?
PLCg1 inh: 0; MBD2 DNA inh: -1; ADAM17 inh: -3; PLCb3 inh: 2; ssDAF-12 act: -0.5; hgDAF12 agonist: -1.6; DAX1 inh-1: 0.5; NR1D1 modulator: 0; hcDAF12 agonist: 2.0; SMARCA2 act: 0

How did O=C(NCCN1CCC(n2c(=O)[nH]c3ccccc32)CC1)c1ccc(Cl)c(Cl)c1 do in these assays?
PLCg1 inh: 2; MBD2 DNA inh: 6; ADAM17 inh: -1; PLCb3 inh: 3; ssDAF-12 act: -1.2; hgDAF12 agonist: 0.2; DAX1 inh-1: 0.5; NR1D1 modulator: -2; hcDAF12 agonist: 1.1; SMARCA2 act: -6

Hits appear at their usual frequency, and some 7.4% of all compounds hit somewhere here.
